# Compound activity (PubChem)
# Autophagy HCS: alters autophagy in cells; MEF GFP-LC3 puncta imaging; test concentration mostly 10 µM; calls only at 10 µM (by protocol); actives 0.98% (n = 190,000); AID 463193;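 active means percentage of spot-positive cells more than 3 SD above its plate mean, without a fluorescence outlier flag or 80% toxicity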;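 further: spot-positive cell cutoff set from DMSO-treated cells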
# Dynein cargo inh: dynein cargo transport inhibition; 3617.4 mouse cells, GR-EGFP nuclear translocation imaging; test concentration mostly 20 µM; stimulated with dexamethasone, 1 µM; hits give low values; z-score, hits read low; actives 0.47% (n = 220,000);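 active means plate z-score of nuclear minus cytoplasmic receptor signal below a set negative limit, without overly bright fluorescence or cell loss, cut at about -3.5 in these data, passing the limit was not always enough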;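 further: z-score of nuclear minus cytoplasmic ring GR-EGFP intensity difference per well; some compounds called inactive have numbers as strong as hits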
#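 Buffer or medium: Induction medium lacking tetracycline, stripped serum | Also added: Dexamethasone agonist, 1.0 µM final, for 30 min | Timing: 48 h induction, 1 h compound, 30 min dex at 37 °C | Detection: Formaldehyde fixation, Hoechst nuclear stain, 10x automated fluorescence imaging | Measure: Nuclear versus cytoplasmic GR-EGFP signal, averaged per well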
# Yfh1-depleted yeast: mitochondrial function rescue without frataxin homolog – Friedreich's ataxia, plus single-dose screen, dose response (AID 1465); fold induction at 50 µM, or EC50 in µM where a hit was titrated; actives 0.074% (n = 220,000); S. cerevisiae Yfh1-off respiration, WST-1 reduction, 72 h; higher fold induction means a stronger effect;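 active means fold induction of absorbance versus untreated yeast above a set limit, then at least 30% activation at any dose in follow-up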;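 further: activators that raise dye reduction in frataxin-depleted yeast; strong numbers were not always called active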
# WT yeast gro inh: growth inhibition of WT yeast, mitochondrial fusion screen | actives 2.1% (n = 190,000) | mitochondrial fusion phenotypic screen, WT strain | inhibition, % at 10 µM; in the data active means inhibition above about 58%; tested in S. cerevisiae
# MT stabilize HCS: microtubule stabilizers in HeLa cells | actives 0.83% (n = 200,000) | % tubulin-high responders, % at 10 µM | HeLa tubulin immunostaining HCS, 24 h; share of cells brighter than vehicle mean+2SD | AID 2205;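 active means plate Z-score above 3 for both tubulin-high and condensed-nucleus cell shares, with cell loss under 80%, at 10 µM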;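 further: anti alpha tubulin signal scored within the nucleus-defined area of each cell; some results filed as inactive read as strong as hits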
# NOD2 inhibition: inhibition of NOD2-driven NF-kB reporter – cell-based, luminescence, uHTS, HEK293 (AID 1566). HEK293 NOD2/NF-kB luciferase reporter, luminescence; higher % means a stronger effect. inhibition, % at 4 µM; hits with a dose series show EC50 in µM. actives 0.63% (n = 290,000); in the data active means inhibition above about 50%; further: many of its hits are not listed in these tables
# Ins promoter up: MIN6 insulin promoter up-regulation; z-score at 5 µM; actives 0.3% (n = 190,000); MIN6 insulin promoter-GFP reporter, high-content imaging; hits give high values; AID 1625;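 active means z-score above 3 at 5 µM with at least 500 cells counted in the well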
# b-catenin transl: beta-catenin nuclear translocation modulation. HeLa beta-catenin nuclear translocation, immunofluorescence imaging. nuclear translocation activity, % at 5 µM. actives 0.3% (n = 190,000);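 active means nuclear translocation activity above 50% at 5 µM, with a well cell count of 50 or more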;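 further: per-cell ratio of nuclear to cytoplasmic median beta-catenin stain intensity; plate controls were DMSO negative control for no effect and GSK-3 inhibitor IX positive control for full effect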
#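 Test system: human HeLa cells, endogenous beta-catenin. Times: 24 h compound exposure, 37°C. Measured by: beta-catenin immunofluorescence imaging with DAPI.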
# Lipid droplet: hepatic lipid droplet formation modulation; AML12 mouse hepatocytes, oleate lipid droplets, BODIPY imaging; inhibition, % at 6.5 µM; actives 0.4% (n = 240,000);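 active means lipid droplet intensity inhibited by at least 50%, with more than 500 cells counted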
#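 Test system: AML12 mouse liver cells; schedule: overnight exposure; technique: high-content imaging of BODIPY-stained droplets and DAPI nuclei; read-out: % inhibition of corrected integrated BODIPY droplet signal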
# WT yeast gro inh mutant strain: also measured in WT yeast gro inh; calls as there; inhibition, %; mitochondrial fusion phenotypic screen, mutant strain inhibition
# Dynein cargo inh cytoplasmic EGFP: second read-out of Dynein cargo inh, no call of its own (marks repeat the call); z-score; measured here: cytoplasmic GR-EGFP intensity; hits give high values
# Dynein cargo inh nuclear GR-EGFP: further read-out of Dynein cargo inh, marked with its call; z-score; measured here: nuclear GR-EGFP intensity;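 lower value marks the stronger effect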
# Dynein cargo inh cell count: also measured in Dynein cargo inh; calls as there; z-score; measured here: cell count per field
# Ins promoter up cell count: further read-out of Ins promoter up, marked with its call; cell count; measured here: cytotoxicity, nuclei count;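 total cells summed across four imaged fields per well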
# Lipid droplet cells 6.5 µM: also measured in Lipid droplet; calls as there; cell count; measured here: cell count, cytotoxicity flag;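 cells counted across two imaged fields per well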
# b-catenin transl cell count 5 µM: second read-out of b-catenin transl, no call of its own (marks repeat the call); cell count; measured here: cell count, cytotoxicity flag
# MT stabilize HCS Hoechst-high %: second read-out of MT stabilize HCS, no call of its own (marks repeat the call); % Hoechst-high responders; measured here: nuclear condensation Hoechst responders;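 share of cells brighter than vehicle mean plus two SD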
# MT stabilize HCS cytotoxicity %: further read-out of MT stabilize HCS, marked with its call; toxicity, %; measured here: cytotoxicity by cell density;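 0% = mean cell density of plate MIN control wells and 100% = no cells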
# Autophagy HCS cell loss 18 h: second read-out of Autophagy HCS, no call of its own (marks repeat the call); toxicity, %; measured here: cell loss, nuclei count;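 cell loss after 18 h compound exposure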
# * marks the source's active call; other numbers are inactive results; i = inactive; nt = no result given; + = active, no number.
SMILES,Autophagy HCS,Autophagy HCS cell loss 18 h,Dynein cargo inh,Dynein cargo inh cytoplasmic EGFP,Dynein cargo inh nuclear GR-EGFP,Dynein cargo inh cell count,Yfh1-depleted yeast,WT yeast gro inh,WT yeast gro inh mutant strain,MT stabilize HCS,MT stabilize HCS Hoechst-high %,MT stabilize HCS cytotoxicity %,NOD2 inhibition,Ins promoter up,Ins promoter up cell count,b-catenin transl,b-catenin transl cell count 5 µM,Lipid droplet,Lipid droplet cells 6.5 µM
COc1ccc(C(C(=O)NCCC(C)C)N(CCN2CCOCC2)C(=O)Cn2nnc3ccccc32)c(OC)c1 (stereo not drawn),i,-9.0,-0.764,0.164,-0.365,0.751,i,-16.1,-13.8,3.2,2.2,6.1,2.7%,0.81,1381,4.2,980,0.4,619
COc1ccc(/C=N/Nc2cc(C)nc(NS(=O)(=O)c3ccc(C)cc3)n2)cc1,i,-19.3,-0.414,-0.223,-0.37,0.28,i,-2.8,5.2,3.9,1.1,1.5,-6.8%,-0.32,1485,0.4,1037,-2.9,679
Cc1cc(C)c(C#N)c(SCC(=O)Nc2ccccc2)n1,i,21.9,0.732,-0.402,-0.339,0.914,i,9.1,-9.7,3.0,2.9,8.6,-27.2%,0.13,1493,-0.3,1513,11.4,715
COc1ccccc1NC(=O)CC1COc2ccccc2O1 (stereo not drawn),i,-3.3,0.583,0.0429,-0.233,-1.6,i,17.6,4.0,2.7,1.7,5.7,8.9%,0.55,1568,0.5,1329,nt,nt
CCc1nc(N)c(C#N)c(-c2ccc(F)cc2)c1C,i,1.9,1.02,-0.101,0.63,0.0173,i,3.8,-11.2,1.0,1.0,23.6,9.1%,nt,nt,nt,nt,10.6,734
O=S(=O)(/C=C/c1ccccc1)n1cnc2ccccc21,i,0.5,1.71,-0.167,0.383,-0.23,i,-11.0,-4.3,2.4,1.2,0.5,-6.3%,0.53,1038,4.0,1109,nt,nt
CC(C)(C)c1ccc(C2CC2C(=O)N/N=C\c2ccc[nH]2)cc1 (stereo not drawn),i,3.3,-0.428,-0.137,0.115,0.435,i,39.1,-1.0,10.6,2.2,18.0,15.4%,-2.83,717,7.9,631,1.4,777
Brc1ccc(-c2noc(-c3ccccc3)n2)o1,nt,nt,-0.56,-0.153,0.28,-0.32,nt,nt,nt,nt,nt,nt,-46.9%,0.18,1072,-0.6,1305,19.2,711
Cc1ccc(N2C(=O)C3CC3C2=O)cc1 (stereo not drawn),i,-9.7,1.23,-0.0847,0.744,-0.761,i,-4.1,-8.7,2.1,4.8,10.1,7.9%,-0.11,1366,-1.2,1055,12.5,756
CCOc1ccc(NC(=O)CN2CCN(CC(=O)Nc3ccc(C(=O)OC)cc3)CC2)cc1,i,-3.9,-0.604,-0.381,-0.487,1.83,i,15.8,17.3,3.0,2.7,12.1,-43.4%,0.05,1853,-1.6,1073,13.7,737
CCn1c(SCc2nc(-c3ccc(Cl)cc3)no2)nnc1-c1ccco1,i,-1.3,-0.339,0.0255,0.0937,-0.519,i,-0.1,21.7,1.9,2.0,11.1,26.9%,-0.53,1573,0.9,1303,nt,nt
CC(=O)c1ccc(Nc2ccc(-c3ccccc3C)nn2)cc1,i,-9.3,-0.0484,-0.29,-0.522,0.842,i,-15.4,-21.4,3.7,1.6,8.3,-69.1%,1.75,1414,0.5,1391,48.2,641
Cn1cc(-c2nc3ccccc3[nH]2)c2ccccc21,i,-0.4,-0.107,-0.229,-0.102,-0.19,i,13.6,10.9,4.9,3.7,3.5,-50.5%,0.8,1333,nt,nt,1.1,784
O=C(C1CC1)N1CCN(c2ccc([N+](=O)[O-])cc2-n2cccc2)CC1,nt,nt,0.12,-0.0464,0.616,-0.436,i,nt,nt,nt,nt,nt,17.4%,nt,nt,0.2,1298,19.5,737
CC(C)c1ccccc1NC(=O)c1ccc(CN(c2ccccc2)S(=O)(=O)c2ccccc2)cc1,i,12.8,-0.508,-0.269,-0.394,1.3,i,-0.4,8.8,3.6,3.1,4.5,-120.0%,-0.23,1181,0.3,560,2.6,722
COC(=O)c1ccc(NC(=O)c2cn(-c3ccccc3)nc2-c2ccncc2)cc1,i,10.8,-0.301,-0.197,-0.671,0.506,i,14.4,22.0,1.1,1.9,13.7,15.3%,0.17,1820,-1.9,1109,11.7,667
CCOC(=O)N1CCC(N2CC34C=CC(O3)C(C(=O)O)C4C2=O)CC1 (stereo not drawn),nt,nt,-0.0851,-0.313,0.047,0.717,i,-2.6,-12.4,4.6,2.0,7.8,-1.4%,0.46,1732,-1.5,1123,8.1,690
COC(=O)Oc1ccc(/C=N/NC(=O)CN(c2ccccc2Cl)S(C)(=O)=O)cc1OC,i,-3.6,0.519,-0.238,0.775,-0.0701,i,-4.3,2.7,1.4,1.3,3.8,17.3%,0.1,668,nt,nt,-3.3,813
CCN(CC)S(=O)(=O)c1ccc(N/N=C(\C)c2ccc(OC)cc2O)nc1,nt,nt,-0.506,-0.636,-0.472,-0.174,i,nt,nt,nt,nt,nt,17.8%,-0.18,951,0.4,1316,-6.3,669
Cc1ccc(C(=O)CN(C(=O)c2ccc(Cl)cc2)N2C(=O)CCC2=O)cc1,i,7.7,0.947,-0.338,1.13,-0.692,i,1.5,-7.7,3.7,1.7,22.3,-0.5%,0.06,1534,-2.0,1018,8.3,666
COc1ccc(S(=O)(=O)Nc2cc3c(cc2C(C)=O)OCO3)cc1,i,-1.6,-1.19,-0.154,-0.795,0.0572,i,8.6,-4.0,41.7*,30.5*,59.6*,-12.4%,-1.43,1611,0.9,1478,-33.5,659
O=C(COc1ncnc2sccc12)N1CCN(S(=O)(=O)c2ccc(Cl)cc2)CC1,i,-16.9,-0.309,0.25,0.171,0.222,i,12.1,18.4,2.6,1.9,13.2,17.4%,nt,nt,-4.0,1033,-8.5,716
Cc1ccc(-n2c(SCC(N)=O)nc3c([nH]c4ccccc43)c2=O)cc1,i,-15.0,0.889,-0.217,0.587,-0.315,i,7.5,-0.7,2.8,1.7,5.0,-4.1%,0.03,1921,-1.2,1048,-10.6,603
CC12CCCCN1CCCc1c2[nH]c2ccccc12 (stereo not drawn),i,12.0,-0.532,-0.218,0.0587,0.623,i,-2.9,-5.0,2.3,1.3,13.4,-0.1%,-0.87,1437,-4.7,1035,nt,nt
CCOC(=O)N1CCC(NC(=O)c2ccc3c(c2)N(Cc2ccc(F)cc2)CCS3)CC1,nt,nt,0.583,-0.215,0.306,-1.17,i,43.5,10.5,4.3,1.6,7.8,14.4%,-0.83,1528,-0.8,1080,6.0,612
COP(=O)(CC(=O)c1ccccc1)CC(=O)c1ccccc1,i,2.7,0.621,0.268,1.08,-0.791,i,-2.1,-0.4,3.3,2.8,7.4,1.6%,0.49,1453,1.0,1527,-5.0,664
CCC(=O)NC(c1cccs1)c1cc(Cl)c2cccnc2c1O (stereo not drawn),+,24.3*,-0.0915,-0.216,0.0976,-0.222,65.9µM*,-4.9,-16.9,2.5,0.9,12.8,19.1%,-4.24,1062,1.8,1473,-2.6,678
CCOC(=O)c1c[nH]n(-c2ccccc2)c1=O,i,-17.6,0.756,-0.28,0.734,-0.574,i,14.3,1.6,2.8,1.5,7.8,-7.2%,nt,nt,1.2,1086,13.4,687
O=C(Nc1ccccc1)NC1CS(=O)(=O)CC1O (stereo not drawn),i,-2.4,0.675,-0.267,0.393,-0.386,i,8.4,-0.5,3.3,2.7,9.2,5.8%,-0.33,1771,-1.5,1051,0.2,664
O=C(O)c1ccc(-n2ncc3c2/C(=C/c2cccc([N+](=O)[O-])c2)CC3)cc1,nt,nt,0.197,-0.796,-0.223,0.00898,i,nt,nt,nt,nt,nt,-50.2%,-0.44,1037,0.2,1280,6.5,726
CCc1ccc(-n2c(C)n[nH]c2=S)cc1,i,2.5,-0.762,-0.255,-0.311,0.578,i,4.7,-10.3,2.0,1.0,7.7,19.0%,-0.25,1575,0.9,917,3.9,742
CC(=O)Nc1ccc(C(=S)NCc2ccco2)cc1,i,21.7,1.33,0.133,1.34,-0.28,i,0.4,-4.3,0.6,3.5,5.8,14.1%,-0.24,988,0.5,1112,-5.0,745
COc1ccc(COc2cc(-c3cccc(OC)c3)nc3ccc(NC(=O)c4ccc(C)cc4)cc23)cc1,i,-6.2,1.75,-0.142,1.16,-1.51,i,-6.4,-16.2,20.9,7.5,21.7,-4.6%,-0.85,1016,nt,nt,15.6,714

# A draw from above in order of number of heavy atoms, lowest first.
SMILES,Autophagy HCS,Autophagy HCS cell loss 18 h,Dynein cargo inh,Dynein cargo inh cytoplasmic EGFP,Dynein cargo inh nuclear GR-EGFP,Dynein cargo inh cell count,Yfh1-depleted yeast,WT yeast gro inh,WT yeast gro inh mutant strain,MT stabilize HCS,MT stabilize HCS Hoechst-high %,MT stabilize HCS cytotoxicity %,NOD2 inhibition,Ins promoter up,Ins promoter up cell count,b-catenin transl,b-catenin transl cell count 5 µM,Lipid droplet,Lipid droplet cells 6.5 µM
CCC(=O)NC(c1cccs1)c1cc(Cl)c2cccnc2c1O (stereo not drawn),+,24.3*,-0.0915,-0.216,0.0976,-0.222,65.9µM*,-4.9,-16.9,2.5,0.9,12.8,19.1%,-4.24,1062,1.8,1473,-2.6,678
COc1ccc(/C=N/Nc2cc(C)nc(NS(=O)(=O)c3ccc(C)cc3)n2)cc1,i,-19.3,-0.414,-0.223,-0.37,0.28,i,-2.8,5.2,3.9,1.1,1.5,-6.8%,-0.32,1485,0.4,1037,-2.9,679
COC(=O)c1ccc(NC(=O)c2cn(-c3ccccc3)nc2-c2ccncc2)cc1,i,10.8,-0.301,-0.197,-0.671,0.506,i,14.4,22.0,1.1,1.9,13.7,15.3%,0.17,1820,-1.9,1109,11.7,667

# These rows are one share of the data; rates above refer to the full screens.
